TbMetRS inhib: Trypanosoma brucei MetRS inhibition; AID 624268; purified T. brucei MetRS, ATP depletion, Kinase-Glo luminescence; inhibition, % at 11.9 µM; actives 0.4% (n = 360,000);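 active means inhibition above a per-plate cutoff of the control wells' mean inhibition plus 3 SD, cut at about 5.5% in these data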;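 further: 0% = DMSO wells median and 100% = median of wells with control inhibitor compound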
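Test system – parasite MetRS enzyme · Reagent – substrates ATP, L-methionine and bulk Escherichia coli tRNA · Doses – 11.9 µM compound single dose, 0.9% DMSO · Times – 15 min enzyme-compound preincubation, 2 h reaction, 10 min detection, 25 °C · Signal – Kinase-Glo luminescence, ATP depletion format · Controls – DMSO-only wells as low control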
NRP1-CendR mod: alters CendR peptide binding to human NRP-1; O14786; FAM-RPARPAR peptide binding to NRP-1, fluorescence polarization; inhibition, % at 25 µM; actives 0.85% (n = 360,000); AID 602438;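 active means inhibition or corrected inhibition above about 18%, plus a signal ratio from 0.5 to 1.5, limit read from the data, passing the limit was not always enough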; further: strong numbers were not always called active
eLon inh: E. coli protease La inhibition | P0A9M0 | purified E. coli Lon protease, fluorescence polarization | inhibition, % at 7.94 µM | actives 0.42% (n = 360,000) | AID 602123; in the data active means inhibition above about 13%, passing the limit was not always enough;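 further: 0% = enzyme with probe and DMSO and 100% = no enzyme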
MsrA inhibitor: bovine MsrA inhibition; purified bovine MsrA, absorbance read-out; inhibition, % at 15.5 µM; actives 0.75% (n = 360,000); AID 651718; in the data active means inhibition above about 4.5%;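 further: 0% = vehicle wells with enzyme and 100% = reference inhibitor wells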
MT1-MMP act inh: inhibitors of human MT1-MMP activation; HT1080 RFP-PRO-GFP cells, GFP/RFP ratio fluorescence, overnight; percent of plate control window, DMSO zero; GFP/RFP ratio change, % at 20 µM; actives 0.061% (n = 360,000); AID 651647;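 active means GFP/RFP ratio change of at least 30% with cell ATP level not reduced by more than half and red fluorescence within 50% of control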; further: strong numbers were not always called active
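Test system: HT1080 RFP-PRO-GFP cells; Benchmarks: DMSO and RFP-L50D-GFP cell wells; Timing: cells overnight before dosing, compound overnight, 37 °C, 5% CO2; Compound: one 20 µM compound dose with 1% DMSO; Read-out: GFP/RFP fluorescence ratio.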
SKN-1 block: C. elegans SKN-1 inhibition | C. elegans VP596 Pgst-4::GFP/RFP ratio, acrylamide-induced, 24 h | inhibition, % at 21.8 µM | actives 0.49% (n = 360,000);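 active means interference check ratio from 0.5 to 1.5 plus GFP to RFP signal ratio inhibition reaching or exceeding a fixed threshold, cut at about 30% in these data, passing the limit was not always enough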; further: some compounds called inactive have numbers as strong as hits
FAS-TE inh: FAS thioesterase (human) inhibition; inhibition, % at 15 µM; actives 0.67% (n = 360,000); recombinant FAS-TE, OMFH fluorogenic substrate, fluorescence endpoint; AID 602261;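 active means compounds whose normalised, plate-corrected inhibition of enzyme fluorescence in the single-dose primary screen is 50% or more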;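 further: 0% = DMSO with enzyme and 100% = substrate without enzyme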
Target sequence (P49327 whole entry, looked up): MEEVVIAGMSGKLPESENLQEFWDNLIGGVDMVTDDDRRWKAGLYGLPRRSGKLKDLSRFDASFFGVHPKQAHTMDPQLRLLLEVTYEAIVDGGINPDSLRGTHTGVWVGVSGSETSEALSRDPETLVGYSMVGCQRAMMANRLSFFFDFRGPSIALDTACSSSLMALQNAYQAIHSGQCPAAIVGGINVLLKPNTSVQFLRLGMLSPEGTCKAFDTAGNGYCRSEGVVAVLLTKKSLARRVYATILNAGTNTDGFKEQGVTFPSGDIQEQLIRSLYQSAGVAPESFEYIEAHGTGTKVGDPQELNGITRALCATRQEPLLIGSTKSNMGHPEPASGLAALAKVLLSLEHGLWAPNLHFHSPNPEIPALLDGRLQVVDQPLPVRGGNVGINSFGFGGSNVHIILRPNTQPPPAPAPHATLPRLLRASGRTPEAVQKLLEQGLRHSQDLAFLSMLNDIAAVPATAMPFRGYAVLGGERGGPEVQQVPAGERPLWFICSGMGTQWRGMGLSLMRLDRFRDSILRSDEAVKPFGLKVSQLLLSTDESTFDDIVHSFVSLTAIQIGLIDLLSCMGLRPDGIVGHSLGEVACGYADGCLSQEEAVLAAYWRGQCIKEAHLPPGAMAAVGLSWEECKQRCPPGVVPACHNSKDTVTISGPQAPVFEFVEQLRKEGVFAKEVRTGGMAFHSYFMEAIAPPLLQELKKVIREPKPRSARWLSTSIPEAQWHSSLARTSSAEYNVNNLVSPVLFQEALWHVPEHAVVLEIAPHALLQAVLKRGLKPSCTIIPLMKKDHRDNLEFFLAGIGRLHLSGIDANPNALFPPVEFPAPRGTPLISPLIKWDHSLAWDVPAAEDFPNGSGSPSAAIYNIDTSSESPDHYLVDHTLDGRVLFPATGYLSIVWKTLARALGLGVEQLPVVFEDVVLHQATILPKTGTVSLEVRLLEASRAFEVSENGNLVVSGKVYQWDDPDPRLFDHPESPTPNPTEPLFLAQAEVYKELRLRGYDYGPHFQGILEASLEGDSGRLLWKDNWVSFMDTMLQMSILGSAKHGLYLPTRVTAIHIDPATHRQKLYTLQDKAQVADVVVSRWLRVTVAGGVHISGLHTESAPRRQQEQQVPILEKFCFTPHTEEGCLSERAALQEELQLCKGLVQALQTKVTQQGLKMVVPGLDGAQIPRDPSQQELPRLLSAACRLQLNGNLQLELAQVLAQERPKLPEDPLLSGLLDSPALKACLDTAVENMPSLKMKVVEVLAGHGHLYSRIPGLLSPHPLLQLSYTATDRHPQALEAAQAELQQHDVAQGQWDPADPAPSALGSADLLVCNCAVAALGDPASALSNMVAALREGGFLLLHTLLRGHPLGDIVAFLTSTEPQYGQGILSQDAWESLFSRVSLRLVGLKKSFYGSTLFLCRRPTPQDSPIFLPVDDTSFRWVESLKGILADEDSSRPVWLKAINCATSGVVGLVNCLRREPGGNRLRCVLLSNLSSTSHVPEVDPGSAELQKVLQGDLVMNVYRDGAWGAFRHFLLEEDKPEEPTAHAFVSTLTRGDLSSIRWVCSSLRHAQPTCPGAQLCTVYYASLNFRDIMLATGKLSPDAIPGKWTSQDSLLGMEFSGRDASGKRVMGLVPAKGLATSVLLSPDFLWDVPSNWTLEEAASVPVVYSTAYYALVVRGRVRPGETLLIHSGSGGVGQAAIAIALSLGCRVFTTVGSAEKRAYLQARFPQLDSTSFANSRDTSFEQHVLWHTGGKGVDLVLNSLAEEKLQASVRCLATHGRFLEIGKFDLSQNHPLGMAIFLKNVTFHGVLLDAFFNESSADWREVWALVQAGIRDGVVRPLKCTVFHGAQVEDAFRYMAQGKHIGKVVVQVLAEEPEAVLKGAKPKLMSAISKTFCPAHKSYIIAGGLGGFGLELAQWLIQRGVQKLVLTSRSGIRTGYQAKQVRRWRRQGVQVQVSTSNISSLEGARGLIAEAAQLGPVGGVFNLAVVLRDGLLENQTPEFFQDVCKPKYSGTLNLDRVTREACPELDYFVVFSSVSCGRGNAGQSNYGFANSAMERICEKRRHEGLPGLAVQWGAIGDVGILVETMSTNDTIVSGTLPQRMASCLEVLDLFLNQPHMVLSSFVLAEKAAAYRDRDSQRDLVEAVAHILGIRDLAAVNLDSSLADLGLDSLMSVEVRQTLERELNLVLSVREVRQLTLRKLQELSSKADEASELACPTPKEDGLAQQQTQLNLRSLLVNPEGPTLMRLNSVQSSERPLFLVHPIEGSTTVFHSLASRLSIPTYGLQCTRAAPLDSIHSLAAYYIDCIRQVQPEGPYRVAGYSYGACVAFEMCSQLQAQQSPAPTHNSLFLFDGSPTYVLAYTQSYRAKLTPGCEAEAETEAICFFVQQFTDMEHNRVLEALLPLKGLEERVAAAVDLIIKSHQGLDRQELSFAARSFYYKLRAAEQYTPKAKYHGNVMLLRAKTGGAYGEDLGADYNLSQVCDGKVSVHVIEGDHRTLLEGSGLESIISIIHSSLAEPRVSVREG
bovine MsrA act: bovine methionine sulfoxide reductase A activation. purified bovine MsrA, absorbance read-out. activation, % at 10.6 µM. actives 0.3% (n = 360,000). AID 602163; in the data active means activation above about 7.5%;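 further: 0% = vehicle and 100% = reference activator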
PABP1 MLLE inh: blocks PAM2 peptide binding to the PABP1 MLLE domain; GST-MLLE / FITC-PAM2 fluorescence polarization; inhibition, % at 20 µM; actives 0.36% (n = 360,000); in the data active means inhibition above about 35%, passing the limit was not always enough;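 further: plate controls were DMSO wells with GST-MLLE for no effect and wells lacking GST-MLLE protein for full effect; some results filed as inactive read as strong as hits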
The depositor's hits bear a star; / = no result given. A portion of the library; rates above refer to the full screens.

SMILES	TbMetRS inhib	NRP1-CendR mod	eLon inh	MsrA inhibitor	MT1-MMP act inh	SKN-1 block	FAS-TE inh	bovine MsrA act	PABP1 MLLE inh
CC(C)CN1CCN(Cc2ccccc2C(F)(F)F)CC1CCO (configuration not stated)	-0.6	-7	-1	-0.4	0	4	-1	-1	-7
COC(=O)C1=C(c2ccc(F)cc2F)C[C@@H]2CC[C@H]1N2C(=O)N1CCOCC1	-0.2	16	-4	-0.1	-3	-11	-8	-5	-1
CCOC(=O)c1ccc2[nH]c(-c3ccc(S(=O)(=O)F)cc3)cc(=O)c2c1	-0.2	6	6	1.4	-1	4	-8	-2	-70
COC(=O)C1=C(c2ccc(OCc3ccccc3)cc2)C[C@@H]2CC[C@H]1N2C(=O)NCc1ccc(Cl)cc1	0.1	5	-12	0.6	-4	1	27	-4	-6
CCCCn1c(O)c(C(CC)=NCCc2ccccc2)c(=O)[nH]c1=O	-0.6	-9	-5	-0.1	-3	18	4	2	-2
CC(C)OC12Oc3ccccc3C=C1N1CCC2CC1 (configuration not stated)	-0.6	10	-8	-0.1	-3	3	-4	-3	-8
CN1C(=O)/C(=C/c2ccc(Cl)s2)C(=O)NC1=S	0.1	-55	-26	-0.6	-31	11	-4	0	10
CNC(C(=O)c1ccccc1)C(OC)c1ccccc1 (configuration not stated)	0.0	1	-13	2.1	-1	3	-3	-2	0
CC(=O)NC(C)Cc1ccccc1 (configuration not stated)	0.0	8	1	0.8	-5	-12	-10	1	3
Clc1cccc(Cl)c1Cl	-0.4	-7	9	0.4	-1	17	-3	-8	-5
COC(=O)C1=C(c2ccc(C(C)=O)cc2)C[C@@H]2CC[C@H]1N2C(=O)N1CCC(O)(c2ccc(Cl)cc2)CC1	0.0	16	11	1.1	-1	-14	11	-8	0
CN(C)c1cc[n+](CC(O)C[n+]2ccc(N(C)C)cc2)cc1	-0.1	-1	3	-0.4	1	-1	-14	-1	2
CCCCn1c(O)c(C(C)=NCc2cccnc2)c(=O)[nH]c1=O	-0.3	5	-1	0.4	3	10	-5	-1	4
CC1([N+](=O)[O-])COP(=O)(Nc2cccc(F)c2)OC1 (configuration not stated)	-0.4	1	-4	1.2	-2	1	-7	-5	15
Cn1c(=O)c2c(ncn2CCCl)n(C)c1=O	1.4	0	-2	-0.1	6	9	-1	-1	-4
Cc1ccc2c(c1Cl)NC(C(=O)O)C1CC(Sc3ccccc3[N+](=O)[O-])C(Cl)C21 (configuration not stated)	-0.5	8	11	/	3	16	32	-2	22
C[n+]1c(-c2ccccc2)c2cc(N)ccc2c2ccc(N)cc21	-0.6	56*	154*	44*	59	89	0	4	113
Cc1cc(C)cc(N2C(=O)NC(=O)/C(=C\c3cccn3-c3ccc(Cl)cc3)C2=O)c1	-1.4	-8	-16	-0.3	-5	-5	-6	-7	-20
C=CCn1c(O)c(C(C)=Nc2ccc(N(C)C)cc2)c(=O)[nH]c1=O	-0.5	-9	4	1.1	-3	-18	-7	-7	9
O=[N+]([O-])/C=C1/NCCN1Cc1ccc(Cl)nc1	-1.1	-4	-3	2.3	1	1	-14	-11	-1
CC(Cc1ccccc1)NCc1ccccc1O (configuration not stated)	-0.5	-6	5	0.8	-1	-11	-2	-4	1
Cn1c(O)c(/C=C/C=Nc2ccccc2)c(=O)n(C)c1=O	0.1	-138	-341	1.3	-34	0	-8	-5	-106
CCCC1(CC(C)CC)C(=O)NC(=O)NC1=O (configuration not stated)	0.0	-5	7	-0.2	1	22	-4	-1	2
O=c1[nH]c2ccccc2n1C1CCN(C(c2cccc3ccccc23)c2nnnn2-c2ccc3c(c2)OCCO3)CC1 (configuration not stated)	0.1	8	12	0.0	-11	9	72*	-2	-6
N#CC(Br)Br	-0.7	-22	1	0.3	-2	-8	-4	-10	-21
Continued.
SMILES	TbMetRS inhib	NRP1-CendR mod	eLon inh	MsrA inhibitor	MT1-MMP act inh	SKN-1 block	FAS-TE inh	bovine MsrA act	PABP1 MLLE inh
Cc1ccsc1C(=O)C1CCCN(Cc2ccccc2O)C1 (configuration not stated)	-0.3	9	-4	-0.4	-1	2	0	-8	-4
CCCCc1cc(=O)oc2cc(OCC(=O)N3C[C@H]4C[C@@H](C3)c3cccc(=O)n3C4)c(Cl)cc12	-0.9	-10	-1	1.9	-3	14	-6	-1	-13
CCOC(=O)C1=C(C)OC(N)=C(C#N)C12C(=O)N(C)c1ccccc12 (configuration not stated)	0.0	9	-12	0.1	6	-3	-8	1	-1
CC1=NN(c2ccccc2)C(=O)C1/C=C1\C(=O)NC(=O)N(c2cc(C)cc(C)c2)C1=O (configuration not stated)	-1.3	-10	-18	1.1	-3	-14	-4	-5	1
Cc1nc2ccccc2c(=O)n1-c1ccc(C(=O)O)cc1	0.3	3	10	0.2	5	17	-4	-3	8
Cc1ccc(OCC(=O)NCCN2CCN(C(=O)COc3ccc(C)cc3)CC2)cc1	-0.8	-4	0	-0.3	3	4	-2	4	-12
COC(=O)C1=C(c2cc3ccccc3s2)C[C@@H]2CC[C@H]1N2C	-0.2	22*	2	0.8	-2	-4	-9	0	4
COC(=O)C1=C(c2ccccc2)C[C@@H]2CC[C@H]1N2C(=O)NCC1CC1	0.1	15	0	0.2	3	1	-4	-4	1
CC(=O)Nc1ccccc1C(=O)OCC(=O)c1ccc2c(c1)OCCO2	-0.8	-6	16	-1.2	-5	-3	-9	-4	4
CSc1ncc(/C=C2/C(=O)NC(=O)N(c3ccc(Cl)cc3)C2=O)cn1	0.1	-12	-24	0.3	0	6	-7	-4	17
C=C(C)[C@@]12OC3(c4ccccc4)O[C@@H]1C1[C@@H]4O[C@]4(CO)[C@@H](O)[C@]4(O)C(=O)C(C)=C[C@H]4[C@@]1(O3)[C@H](C)[C@H]2OC(=O)/C=C/C=C/c1ccccc1 (some centres not stated)	-0.8	9	-5	/	-18	70*	57*	-2	9
CN1CCC(c2c[nH]c3ccc(O)cc23)CC1	-1.2	4	-5	0.9	3	-8	-6	-3	-7
CN1Cc2cnnn2-c2ccccc2C1C#N (configuration not stated)	-0.7	-4	-12	-0.5	1	11	-10	-3	15
COc1ccc(C(c2nnnn2-c2ccc3c(c2)OCCO3)N2CCC(n3c(=O)[nH]c4ccccc43)CC2)cc1 (configuration not stated)	-0.3	17	-5	-0.1	-6	7	54*	0	9
OC(CNCCc1c[nH]c2ccccc12)C(F)(F)F (configuration not stated)	-0.8	0	-6	1.0	4	10	2	-3	0
FC(F)(F)c1ccc2c(c1)N(CCCN1CCN(CCCl)CC1)c1ccccc1S2	-1.4	-4	-5	1.0	-3	8	13	-3	1
COc1ccc(C(O)C(C)NC(C)C(O)c2ccc(OC)cc2)cc1 (configuration not stated)	-1.0	4	3	0.6	1	-8	-6	-9	1
CSc1ccccc1NP1(=O)OCC(C)([N+](=O)[O-])CO1 (configuration not stated)	-0.5	0	-12	-0.5	-1	17	-7	-4	-14
CCOc1ccc(C(=O)OC2CC3CCC(C2)N3C)cc1 (configuration not stated)	-0.3	-2	-8	0.7	-1	3	-15	-2	5
Cc1cccn2c(=O)c3cc(C(=O)N4CCC5(CC4)OCCO5)n(C)c3nc12	0.1	3	-4	-0.5	8	-11	-3	-3	0
COC(=O)C1=C(c2ccc(OC(F)(F)F)cc2)C[C@@H]2CC[C@H]1N2C(=O)NC1CCCCC1	-0.5	2	4	-1.3	-5	-8	19	-11	8
Cn1cccc1CNCCc1ccccc1F	-0.9	0	-5	-1.2	3	7	-4	-6	3
O=C(Cc1ccccc1[N+](=O)[O-])N1CCN(Cc2ccc3c(c2)OCO3)CC1	-0.5	11	-6	0.0	-1	3	-3	-7	0
CCC(=Nc1cccc(C(F)(F)F)c1)c1c(O)n(C)c(=O)n(C)c1=O	-0.4	5	-1	-1.2	-2	-1	10	-4	-15
CC(N)C(=O)NC1C2C(=C(O)CC(O)C2O)C(=O)OC1(C)C(Cl)Cl (configuration not stated)	-0.5	0	-2	-0.1	-46	2	-6	-7	6
CCC(COC(=O)NC)NC(=O)Oc1cccc(C)c1 (configuration not stated)	0.0	10	1	-0.2	-3	11	3	3	14
CCCC(=O)NC(Oc1ccc(C(C)=O)cc1)C(Cl)(Cl)Cl (configuration not stated)	1.4	10	0	0.8	0	1	0	-3	-15
